Assay outcomes as filed in PubChem.
Rac1 wt GTP bind – modulators of human Rac1 wildtype GTP binding; GST-Rac1 beads, fluorescent GTP binding, flow cytometry; actives lie on both sides; 0 = cold GTP competed, 100 = untreated; GTP binding activity (% of control), % at 10 µM; actives 0.27% (n = 190,000); AID 757;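 active = GTP binding activity at least 20 points away from the 100% control level, either lower or higher; inconclusive = compound flagged as likely green fluorescent, judged across all proteins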
HRas wt GTP – modulators of GTP binding to human HRas wildtype; P01112; GST-Ras wt beads, Bodipy-FL-GTP binding, flow cytometry; actives lie on both sides; GTP binding activity, % at 10 µM; actives 0.14% (n = 190,000);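 active = GTP binding activity at least 20% away from the 100% baseline, either lowered as inhibitor or raised as activator; inconclusive = flagged as likely green fluorescent, judged across all proteins in the well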;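 also: 0% = unlabeled GTP competition control and 100% = no-compound control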
Target sequence (P01112 whole entry, looked up): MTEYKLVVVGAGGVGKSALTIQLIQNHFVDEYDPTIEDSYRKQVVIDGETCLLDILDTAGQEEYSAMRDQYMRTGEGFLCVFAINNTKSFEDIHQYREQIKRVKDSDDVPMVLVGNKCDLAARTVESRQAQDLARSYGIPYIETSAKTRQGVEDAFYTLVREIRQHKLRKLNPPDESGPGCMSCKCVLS
Rab2 wt GTP – changes GTP binding to wildtype dog Rab2A, up or down; actives 0.19% (n = 190,000); P61105; GST-Rab2 wt beads, Bodipy-GTP binding, flow cytometry; GTP binding activity, % at 10 µM; AID 760;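 active = GTP binding activity at least 20 points away from 100%, either lowered or raised; inconclusive = signal likely due to the compound's own green fluorescence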;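 also: 0% = beads with excess unlabeled GTP and 100% = no-compound control corrected for plate trend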
Rab7 wt modul – alters GTP binding to wildtype dog Rab7; GST-Rab7 beads, fluorescent GTP binding, flow cytometry; actives lie on both sides; untreated = 100%, excess cold GTP = 0%; AID 758; actives 0.055% (n = 190,000); GTP binding activity (percent of control), % at 10 µM;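 active = fluorescent GTP binding to Rab7 beads changed by at least 20 points from the 100% baseline, either direction, mostly lower; inconclusive = compound itself probably fluorescent, or too few beads counted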;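 also: median green fluorescence of bound Bodipy-FL-GTP per Rab7 bead population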
Mcl1 Noxa PPI – Mcl-1/Noxa interaction inhibition; TR-FRET Mcl-1/Noxa peptide binding, 2 h; inhibition, % at 21.7 µM; actives 1.5% (n = 220,000);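 active = compounds that cut the protein-peptide binding signal by more than 50% relative to plate controls in a single-dose test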;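 also: His-tagged Mcl-1 with rhodamine Noxa BH3 peptide and terbium anti-His antibody; 0% = Mcl-1 plus Noxa peptide wells and 100% = peptide-only wells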
Target sequence (Q07820 whole entry, looked up): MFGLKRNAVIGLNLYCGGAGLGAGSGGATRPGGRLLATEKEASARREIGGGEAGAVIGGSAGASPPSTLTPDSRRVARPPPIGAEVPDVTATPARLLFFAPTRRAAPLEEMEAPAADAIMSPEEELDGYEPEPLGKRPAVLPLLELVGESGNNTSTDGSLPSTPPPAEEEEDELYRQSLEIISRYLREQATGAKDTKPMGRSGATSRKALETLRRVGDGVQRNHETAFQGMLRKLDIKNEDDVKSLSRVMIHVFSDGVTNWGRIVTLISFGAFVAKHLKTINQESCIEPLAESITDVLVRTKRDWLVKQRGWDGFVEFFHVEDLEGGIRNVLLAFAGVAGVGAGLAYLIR
Cdc42 wt GTP – human Cdc42 wildtype GTP binding change, either direction | P60953 | GST-Cdc42 beads, Bodipy-GTP binding, flow cytometry; actives lie on both sides | percent activity (GTP binding), % at 10 µM | actives 0.2% (n = 190,000) | AID 761;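 active = percent activity GTP binding at least 20 points away from the 100% baseline, either down as inhibitor or up as activator; inconclusive = compound flagged as likely green fluorescent from well-wide comparison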;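 also: median bead fluorescence of bound Bodipy-FL-GTP at 100 nM; 0% = excess unlabeled GTP control and 100% = no compound control; below 100% means less GTP binding so inhibitor and above means activator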
Target sequence (P60953 whole entry, looked up): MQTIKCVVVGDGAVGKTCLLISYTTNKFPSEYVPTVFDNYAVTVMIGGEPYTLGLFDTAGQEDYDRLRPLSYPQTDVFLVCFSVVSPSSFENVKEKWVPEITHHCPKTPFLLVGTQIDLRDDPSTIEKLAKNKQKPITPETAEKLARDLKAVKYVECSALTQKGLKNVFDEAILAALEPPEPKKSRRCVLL
Mcl-1 Bim block – inhibitors of Bim-Mcl-1 interaction, human; Q07820; Bead-based flow cytometry, Bim peptide-Mcl-1 binding; actives 0.1% (n = 190,000); inhibition, % at 10 µM; AID 1009; in the data active = inhibition above about 40%;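 also: 0% = no compound tracer wells and 100% = peptide blocker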
Avidin fluor – compound fluoresces at 488/530 nm on avidin beads | compound fluorescence 488/530 nm, flow cytometry; stronger effect = higher value | fluorescence (KMESF) at 10 µM | actives 0.38% (n = 220,000) | AID 1775; in the data active = fluorescence above about 47; also: inactives centre near 10
Pf gametocyte – kills late stage P. falciparum gametocytes; P. falciparum stage V gametocytes, ATP luminescence, 24 h; inhibition, % at 10.9 µM; actives 0.065% (n = 150,000);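 active = inhibition above the mean plus 3 SD of compounds within the control limits, set per campaign, cut at about 38% in these data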;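 also: 0% = DMSO wells and 100% = medium only without gametocytes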
Rac1 mut GTP – alters GTP binding to activated mutant human Rac1 | GST-Rac1 activated beads, fluorescent GTP binding, flow cytometry; actives lie on both sides; 100% means binding = to untreated wells | percent activity (GTP binding), % at 10 µM | actives 0.11% (n = 190,000) | AID 764;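 active = GTP binding at least 20 percentage points away from the 100% baseline, in either direction, so actives lie on both sides; inconclusive = Compound likely fluorescent itself, or too few beads counted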
Mcl1-Bid inh – disrupts binding of human Mcl-1 to Bid peptide. Q07820. actives 0.97% (n = 220,000). inhibition, % at 21.7 µM. TR-FRET Mcl-1/Bid-Dy647 peptide binding, 1536-well;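 active = compounds that cut the binding signal by more than half at the single screening dose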;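 also: His-tagged Mcl-1 with europium anti-His antibody binding Bid BH3 peptide; 0% = Mcl-1 plus peptide wells and 100% = peptide-only wells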
An asterisk follows results filed as active; ? = inconclusive; nt = no result given.

SMILES	Rac1 wt GTP bind	HRas wt GTP	Rab2 wt GTP	Rab7 wt modul	Mcl1 Noxa PPI	Cdc42 wt GTP	Mcl-1 Bim block	Avidin fluor	Pf gametocyte	Rac1 mut GTP	Mcl1-Bid inh
COc1cc(-c2nc(-c3ccccc3)c(-c3ccc(F)cc3)[nH]2)cc2c1OCO2	101	98	98	99	16	99	-1	11	6	100	-16
COc1ccc(S(=O)(=O)Nc2ccc(Oc3ncccn3)c(Cl)c2)cc1	98	95	96	94	-9	98	-3	4	nt	98	-13
COc1ccc(NC(=O)C2CCC(C(C)(C)C)CC2)cc1S(=O)(=O)N1CCCCC1 (centres undefined)	101	97	97	97	14	94	-3	15	-14	97	-18
CCOC(=O)c1c(NC(=O)CSc2nnnn2C)sc(C(=O)N(C)C)c1C	95	95	96	91	4	97	-1	11	14	95	-16
CCOC(=O)COc1cc2c3c(c(=O)oc2cc1C)CCCC3	91	95	91	91	8	95	0	33	nt	92	0
CC[C@H](C)[C@H](NC(N)=O)C(=O)Nc1ccc(OC)c(Cl)c1	101	99	96	102	1	99	1	10	-19	97	-11
Cc1nn(Cc2ccc(Cl)cc2Cl)c(C)c1NC(=O)CCl	105	99	99	102	22	100	0	4	-24	98	-2
O=C(/C(=C(\[O-])c1ccccc1)[n+]1ccc2ccccc2c1)c1ccccc1	107	101	99	102	28	101	-1	10	-16	101	-18
COc1cc(CNC2CCCC2)cc(Cl)c1OCc1ccc(F)cc1	101	102	102	101	12	103	-1	7	nt	101	-2
CN(C)c1cccc(C(=O)OCC(=O)NCC2CCCO2)c1 (centres undefined)	104	100	102	101	-8	102	0	10	-15	101	-16
O=C(CSc1cccc(C(F)(F)F)c1)NCc1ccccc1	102	101	102	97	0	98	-1	15	24	99	-15
COc1cc(-c2nc3c[n+](CC(=O)c4ccccc4)ccc3n2C)cc(OC)c1OC	102	98	95	97	27	94	-2	13	nt	96	-38
O=C(NCc1ccc(-n2cccc2)cc1)c1cccc(F)c1	100	97	97	96	-22	95	-1	15	12	97	-24
O=C(CN(C(=O)CCC(=O)Nc1nccs1)c1ccc2c(c1)OCCO2)NCc1ccco1	102	101	100	99	11	103	-4	6	-4	98	-14
CC(C)Nc1oc(-c2cccc3ccccc23)nc1C#N	109	101	102	100	-11	104	-1	34	nt	99	-1
Cc1ccc(CSCc2nnc(SCC(=O)N3CCN(c4ccccc4)CC3)n2C)cc1	108	105	106	106	16	110	-3	15	nt	102	-22
COc1ccc(S(=O)(=O)N2CCC(C(=O)NCc3ccccn3)CC2)cc1Cl	97	99	98	97	8	102	-2	11	nt	98	0
OC(COCc1cccs1)CN1CCN(c2cccc(Cl)c2)CC1 (centres undefined)	102	99	99	98	24	101	-5	13	-8	99	-10
COc1ccc(S(=O)(=O)Nc2nnc(C)s2)cc1	102	102	101	99	6	102	0	8	24	101	-6
Cc1ccc(CCNC(=O)c2nnn(-c3cc(C)cc(C)c3)c2N)cc1	101	100	98	98	7	98	0	4	nt	98	-7
Cn1c(=O)n(CCCOc2ccc(Cl)cc2)c2ccccc21	102	101	99	99	16	101	0	9	21	97	-1
O=C(CCNc1ccc(Cc2ccncc2)cc1)c1cccc([N+](=O)[O-])c1	95	96	94	100	20	94	35	6	16	94	-49
Cn1nc([N+](=O)[O-])nc1S(C)(=O)=O	97	95	94	95	1	92	2	12	24	93	-29
CCOC(=O)C1(CCOc2ccccc2)CCN(Cc2cccn2-c2ncccn2)CC1	100	96	98	97	3	98	-1	16	13	94	-66
Cc1c(Cl)c(C(=O)NNC(=S)Nc2ccc(F)cc2)nn1C	98	95	95	96	-27	95	0	11	nt	95	-96
CN(C)c1nc(NCc2ccccc2)nc(N/N=C/c2ccc(Cl)cc2Cl)n1	99	98	97	96	8	98	-1	10	nt	97	0
CC(=O)c1cccc(OCC(=O)N2CCN(c3ccc(C(F)(F)F)cn3)CC2)c1	95	96	94	93	9	95	1	5	-12	93	-10
COc1ccc(S(=O)(=O)Nc2ccc3oc(C)c(C(C)=O)c3c2)cc1	108	100	102	100	0	104	1	6	nt	100	-35
C/C(=N/NC(=O)Cc1cccs1)c1ccco1	106	100	100	101	1	104	-4	5	nt	101	-1
CCN(CC)c1ccc(C(=O)OCC(=O)N2CCN(c3ccccc3)CC2)cc1	104	100	98	102	6	103	-3	25	nt	100	-7
Cc1c(NS(=O)(=O)c2ccccc2)cc(Cl)c(O)c1C	97	100	97	99	32	100	-5	6	0	96	-5
CCn1cc(C(=O)N2CCc3ccccc32)c(=O)c2cc(S(=O)(=O)N3CCCCCC3)ccc21	99	100	100	100	20	99	0	21	nt	97	20
CCOC(=O)c1cc(NC(=O)c2ccc(Cl)cc2)c(=O)oc1-c1ccccc1	105	101	103	98	0	102	-6	7	-4	100	-4
CCOc1ccc(Br)cc1S(=O)(=O)NCc1ccncc1	98	97	97	104	-3	97	0	8	6	94	2
COCCOC(=O)C1=C(C)OC(N)=C(C#N)C1c1cc2cccc(C)c2nc1Cl (centres undefined)	?	?	?	?	19	?	-2	10	-11	?	-17
COc1ccc(NC(=O)c2cccc(-n3cnnn3)c2)cc1	105	104	104	101	3	104	-1	13	7	100	-18
O=C(Nc1ccc2c(c1)OCO2)N1CCN(c2ncc(C(F)(F)F)cc2Cl)CC1	104	105	103	106	8	100	-4	8	nt	100	-55
Cc1ccc(N2CC(c3nc4ccccc4n3C)CC2=O)cc1C (centres undefined)	107	100	99	98	-17	105	0	5	nt	99	-28
CN1CCN(Cc2c(O)ccc3c(=O)c(Oc4ccccc4Cl)c(C(F)(F)F)oc23)CC1	95	96	98	97	7	96	-1	8	nt	96	-13
O=C(CC(C(=O)O)c1ccc(Cl)cc1)c1ccccc1 (centres undefined)	95	97	95	92	23	94	-2	11	-14	93	-21
Cc1ccc(CNC(=O)c2cn(C)c(=O)c3c2c2ccccc2n3C)o1	103	105	105	99	20	104	-1	7	nt	101	-12
COC(=O)c1c(C)oc2ccc(N(C(=O)c3ccncc3)S(=O)(=O)c3ccc4ccccc4c3)cc12	96	95	92	96	7	95	-4	9	2	92	10
O=C(CN1C(=O)S/C(=C\c2ccc(Cl)cc2)C1=O)NNC(=O)c1ccccc1O	89	90	88	91	65*	94	-6	9	29	89	82*
CCCCCCCC(=O)N/N=C/c1ccco1	100	99	97	97	0	99	-3	11	-14	97	-25
Cc1ccc2c(c1)cc(C)c1nnc(SCC(=O)NCc3ccco3)n12	?	?	?	?	24	?	1	4	-3	?	-55
Cc1cc(C)n(-c2nncn2/N=C/c2ccccc2F)n1	98	102	99	99	10	104	2	26	nt	98	-27
COc1cccc2sc(Nc3nnc(-c4cccs4)o3)nc12	99	96	98	98	-95	96	1	6	29	95	-84
CC(C)=CCC/C(C)=C/CN(CC(C)O)CC(C)O (centres undefined)	105	100	102	99	10	104	-1	13	-18	100	-41
CN(C)S(=O)(=O)N1CCN(C(=O)c2ccccc2Cl)CC1	104	99	102	99	4	99	8	5	nt	96	-17
C=CCc1cccc(/C=N/c2nc3ccccc3n2CC)c1O	95	98	94	101	1	96	-2	13	nt	92	-12

Already shown: entries from further up.
SMILES	Rac1 wt GTP bind	HRas wt GTP	Rab2 wt GTP	Rab7 wt modul	Mcl1 Noxa PPI	Cdc42 wt GTP	Mcl-1 Bim block	Avidin fluor	Pf gametocyte	Rac1 mut GTP	Mcl1-Bid inh
COc1ccc(NC(=O)c2cccc(-n3cnnn3)c2)cc1	105	104	104	101	3	104	-1	13	7	100	-18
O=C(Nc1ccc2c(c1)OCO2)N1CCN(c2ncc(C(F)(F)F)cc2Cl)CC1	104	105	103	106	8	100	-4	8	nt	100	-55
Cc1ccc(N2CC(c3nc4ccccc4n3C)CC2=O)cc1C (centres undefined)	107	100	99	98	-17	105	0	5	nt	99	-28
CN1CCN(Cc2c(O)ccc3c(=O)c(Oc4ccccc4Cl)c(C(F)(F)F)oc23)CC1	95	96	98	97	7	96	-1	8	nt	96	-13
O=C(CC(C(=O)O)c1ccc(Cl)cc1)c1ccccc1 (centres undefined)	95	97	95	92	23	94	-2	11	-14	93	-21
Cc1ccc(CNC(=O)c2cn(C)c(=O)c3c2c2ccccc2n3C)o1	103	105	105	99	20	104	-1	7	nt	101	-12
COC(=O)c1c(C)oc2ccc(N(C(=O)c3ccncc3)S(=O)(=O)c3ccc4ccccc4c3)cc12	96	95	92	96	7	95	-4	9	2	92	10
O=C(CN1C(=O)S/C(=C\c2ccc(Cl)cc2)C1=O)NNC(=O)c1ccccc1O	89	90	88	91	65*	94	-6	9	29	89	82*
CCCCCCCC(=O)N/N=C/c1ccco1	100	99	97	97	0	99	-3	11	-14	97	-25
Cc1ccc2c(c1)cc(C)c1nnc(SCC(=O)NCc3ccco3)n12	?	?	?	?	24	?	1	4	-3	?	-55
Cc1cc(C)n(-c2nncn2/N=C/c2ccccc2F)n1	98	102	99	99	10	104	2	26	nt	98	-27
COc1cccc2sc(Nc3nnc(-c4cccs4)o3)nc12	99	96	98	98	-95	96	1	6	29	95	-84

Next records:
SMILES	Rac1 wt GTP bind	HRas wt GTP	Rab2 wt GTP	Rab7 wt modul	Mcl1 Noxa PPI	Cdc42 wt GTP	Mcl-1 Bim block	Avidin fluor	Pf gametocyte	Rac1 mut GTP	Mcl1-Bid inh
COc1ccc(-c2nn(-c3ccccc3)cc2C#N)cc1	99	98	99	100	3	97	-2	8	-11	94	-7
CN(C)Cc1nc2c([nH]1)c(=O)n(C)c(=O)n2C	107	102	100	103	8	100	2	8	nt	101	-23
CCCCC(=O)N/N=C/c1cc([N+](=O)[O-])ccc1N1CCOCC1	106	100	99	100	9	104	-2	4	nt	99	0
CC(C)[C@H](NC(=O)c1ccccc1)C(=O)OCC(=O)N1CC(=O)Nc2ccccc21	107	102	103	104	5	103	-3	2	nt	100	7
CCOC(=O)c1ccccc1NC(=S)N1CCCCC1	102	100	98	98	10	100	-1	6	13	100	-7
CCN(CC)C(=O)C12CC3CC(CC(Br)(C3)C1)C2	98	100	102	103	-3	97	5	5	-9	95	-16
COc1cc(C(c2nnnn2C(C)(C)C)N2CCN(c3nc4ccccc4s3)CC2)ccc1O (centres undefined)	98	100	99	97	73*	100	10	14	14	101	4
